From PubChem
aSyn rescue: alpha-synuclein toxicity inhibition in yeast; 0.14% of 370,000 active; Yeast expressing alpha-synuclein, growth rescue, BacTiter-Glo, 24 h; Potency, µM (doses to about 46.1 µM), inactives show at the top dose growth rescue (activation), hits mostly activators; AID 652106; further: potency means the concentration at half of the fitted maximal effect; % of control where 0% means no effect; nearly all actives have a fitted effect of over 65% in size
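Rescue of yeast growth: cells expressing toxic alpha-synuclein, induced in galactose at OD600 0.02, incubated with compound 24 h at 30 C. ATP luminescence quantified growth; inhibitors of toxicity appear as activators.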
DRD3 antagonist: D3 dopamine receptor (human) antagonism; D3R cells, DiscoveRx beta-arrestin luminescence, antagonist mode; hits give low values; max response, negative = inhibition, %; 2.5% of 360,000 active; AID 652054; in the data active means max response below about -50%; inconclusive means no clear call, values can overlap the other calls; further: on the % scale 0 is the no-effect control and ±100 the full control effect; mostly tested at two doses, the higher about 12 µM
Target sequence (P35462 whole entry, looked up): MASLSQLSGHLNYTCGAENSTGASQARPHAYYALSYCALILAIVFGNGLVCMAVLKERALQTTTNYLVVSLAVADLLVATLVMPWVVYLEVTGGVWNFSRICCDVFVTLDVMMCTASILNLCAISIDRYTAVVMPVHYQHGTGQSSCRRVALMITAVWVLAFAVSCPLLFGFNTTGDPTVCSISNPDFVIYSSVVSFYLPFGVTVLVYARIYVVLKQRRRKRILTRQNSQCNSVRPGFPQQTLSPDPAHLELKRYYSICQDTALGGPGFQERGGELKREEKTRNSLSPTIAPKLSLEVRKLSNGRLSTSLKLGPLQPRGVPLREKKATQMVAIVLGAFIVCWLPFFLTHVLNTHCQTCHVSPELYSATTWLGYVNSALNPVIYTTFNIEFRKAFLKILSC
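Cells expressing the human receptor were seeded at 1500 cells/well, incubated overnight at 37 degrees C in 5% CO2, then exposed to library compounds with dopamine controls for 90 minutes at 37 degrees C before luminescent detection.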
EPAC2 agonist: EPAC2 (human) agonism | 0.079% of 360,000 active | Potency, µM (titrated, usually from 154 µM), inactives show at the top dose activation, actives largely listed as activators | Q8WZA2 | EPAC2 activation, biochemical qHTS; response scale: 100% = 6.5 mM cAMP response | AID 720711; further: potency means the concentration at half of the fitted maximal effect; nearly all actives have a fitted effect of over 50% in size
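Each well held 100 nM EPAC2, 250 nM RAP1B-BODIPY-GDP and 50 uM GDP. Fluorescence, read at 5-min intervals to 30 min, was referenced to a 6.5 mM cAMP positive control.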
Abeta yeast res: restores growth of yeast expressing A-beta42 peptide | Potency, µM (highest dose often 46.1 µM), for inactives: at the highest dose growth rescue, most hits filed as activators | 0.063% of 410,000 active | yeast expressing A-beta42, growth rescue, OD600, 48 h; response scale: 0% DMSO, 100% iron-clioquinol control | AID 1347071; further: potency means the concentration at half of the fitted maximal effect; nearly all actives have a fitted effect of over 55% in size
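Yeast growth medium received pinned compounds, then yeast cells expressing toxic A-beta were added; plates incubated at 30 C for 48 hr. Growth read as absorbance at 600 nm, normalized to DMSO and equimolar FeCl3 plus clioquinol controls.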
TDP-43 yeast inh: TDP-43 toxicity inhibition in yeast; TDP-43 expressing yeast growth rescue, BacTiter-Glo, 24 h; Potency, µM (top dose mostly 46.1 µM), inactives show at the top dose growth rescue (activation), usual class: activators; 1.8% of 410,000 active; further: potency means the concentration at half of the fitted maximal effect; % of control where 0% means no effect; nearly all actives have a fitted effect of over 50% in size
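Galactose-induced TDP-43 yeast, OD600=0.02, compound pinned; 24 hr, 30 deg C; BacTiter-Glo luminescence for growth. Inhibitors of TDP-43 toxicity read as activators.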
D3 ag: agonists of human D3 dopamine receptor; P35462; D3R DiscoveRx beta-arrestin cells, luminescence, 90 min; max activation, %; 0.58% of 410,000 active; AID 652048; in the data active means max activation above about 30%; further: 0% is about no effect; mostly tested at two doses, the higher about 12 µM
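Agonist mode: compounds and dopamine controls were applied to plated cells for 90 min at 37 degrees C after an overnight attachment at 1500 cells/well. Luminescent read-out followed 30 - 60 minutes at room temperature with DiscoveRx detection reagent.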
FUS suppressor: FUS proteinopathy suppression in yeast; S. cerevisiae FUS-expressing, growth rescue, OD600, 24 h; Potency, µM (titrated, usually from 76.6 µM), for inactives: at the top dose growth rescue (activation), most hits filed as activators; 0.24% of 390,000 active;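 further: potency means the concentration at half of the fitted maximal effect; plate controls were DMSO vehicle for no effect and reference control for full effect; nearly all actives have a fitted effect of over 55% in size; some results filed as inactive show a strong effect at the top dose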
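Yeast expressing FUS under galactose induction, OD 0.005 in 2% galactose medium; compounds in a dilution series, 24 h at 30C. Growth rescue by absorbance at 600 nm; CP55940 positive control, DMSO negative.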
EPAC2 antag: EPAC2 (human) antagonism | AID 720708 | Q8WZA2 | 0.18% of 360,000 active | Potency, µM (titrated, usually from 114 µM), without a hit: at the highest dose activity, negative = inhibition, actives largely listed as inhibitors | EPAC2 GEF exchange of Rap1B-BODIPY-GDP, fluorescence; further: potency means the concentration at half of the fitted maximal effect; on the % scale 0 is the no-effect control and ±100 the full control effect; nearly all actives have a fitted effect of over 45% in size; many of its hits are not listed in these tables
* = called active by the depositor; ? = inconclusive; · = not tested or not shown; & = joins results of further samples; [ ] = another dose, or the depositor's remark. Unless noted, the call rests on the fitted dose curve; in most records, active means well fitted curve in the direction sought with a large enough effect; inconclusive means small, poorly fitted or top-dose-only effect, or another doubt; inactive means no such curve, though single readings can be large; an effect the other way counts as inactive or inconclusive.

SMILES	aSyn rescue	DRD3 antagonist	EPAC2 agonist	Abeta yeast res	TDP-43 yeast inh	D3 ag	FUS suppressor	EPAC2 antag
CCN(CC)S(=O)(=O)c1ccc(N2CCN(S(=O)(=O)c3ccccc3)CC2)nc1	-3%	-24	7%	-13%	-10%	-6	9%	-22%
Cc1ccc(COC(=O)c2[nH]c3c(c2C)C(=O)CC(c2ccc(Cl)cc2)C3)cc1 (stereo unspecified)	·	·	·	-19%	3%	0	-6%	·
C#CCN(C[C@@H]1[C@@H](OC(=O)NCc2ccco2)[C@@H](OC(=O)NCc2ccco2)Cn2c(=O)n(CCCCCC)c(=O)n21)S(=O)(=O)c1ccc(C)cc1	8%	2	21%	-1%	25%	-9	17%	10%
O=C(NNc1cccc(Cl)n1)c1ccc(Cl)nc1	-1%	-4	6%	-4%	0%	-2	-5%	12%
COc1ccc(Cl)cc1Nc1nc(N)c2ccccc2n1	-9%	7	8%	-11%	25%	-9	7%	4%
CCOC(=O)CSc1nc(-c2ccc(Cl)cc2)cc(C(F)(F)F)c1C#N	·	·	·	-7%	-2%	10	-25%	·
O=C(COC(=O)c1ccc(Br)o1)NC12CC3CC(CC(C3)C1)C2	7%	32	-1%	-2%	?	5	·	-1%
Cc1ccc2c(C(=O)CN3CCN(c4ccccc4)CC3)c(C)[nH]c2c1	-4%	3	-5%	20%	6%	-7	7%	7%
CCN1CCN(C(c2ccccc2)c2sc3nc(-c4ccco4)nn3c2O)CC1 (stereo unspecified)	·	·	·	-14%	-20%	-11	-16%	·
COc1cc(Cl)c(C)cc1NC(=O)COC(=O)C1CC1C (stereo unspecified)	1%[1.84 µM]	-16	12%	?	?	3	16%	-13%
COc1ccc(/C=C(\C#N)C(=O)OC2CCOC2=O)cc1 (stereo unspecified)	0%	12	8%	-5%	16%	1	-5%	6%
COc1cc(C)nc(Nc2nc(C)c(C(C)=O)s2)n1	-17%	-8	-9%	8%	4%	-1	1%	5%
O=C(O)CCn1cnc2ccccc2c1=O	0%	3	0%[15.6 µM]	14%	-4%	2	-8%	6%
O=C(O)/C=C/C(=O)Nc1ccc(Oc2ncnc3cc(Cl)ccc23)nc1	13%	9	5%	-69%[inhibitor]	-93%[inhibitor]	3	20%	-4%
COc1ccc([C@@H]2CC=C(C(=O)O)[C@H](c3ccccc3)N2S(=O)(=O)c2ccccc2C)cc1	-10%	?	-1%	1%	?	-30	?	0%
COc1cc(/C=C2\SC(=Nc3ccc(N4CCOCC4)cc3)N(C)C2=O)ccc1OC(C)C(=O)O (stereo unspecified)	0%	0	-1%	3%	-2%	-5	·	0%
CCOC(=O)c1ccc(NC(=O)CNC(=O)C23CC4CC(CC(C4)C2)C3)cc1	6%	14	2%	1%	-17%	8	26%	-5%
C=C(CN(C)C)C(=O)c1ccc(C)cc1C	5%	-88*	0%	-61%[inhibitor]	14%	-12	·	-5%
COc1ccc(NC(=O)c2cccc(S(=O)(=O)Nc3ccc(Br)cc3)c2)cn1	0%	11	15%	0%	19%	15	23%	-12%
Cc1cc(C)c2c(=O)n3c(nc2c1)C(Cc1ccccc1)NC(=O)c1cc2ccccc2cc1-3 (stereo unspecified)	0%	0	-10%	4%	16%	-4	11%	16%
c1cncc(-c2cn(C[C@H]3CC[C@H](Cn4cc(-c5cccnc5)nn4)O3)nn2)c1	-8%	0	1%	-6%	2%	-16	-10%	7%
O=C(Nc1ccc2ccccc2c1)NC1CCS(=O)(=O)C1 (stereo unspecified)	0%	-10	6%	-2%	5%	-2	14%	-12%
Fc1ccc(-c2cc(-c3nc(-c4ccc(Cl)cc4)no3)[nH]n2)cc1	·	·	·	-14%	0%	0	-30%	·
CSCCC(NS(=O)(=O)c1ccc2ccccc2c1)C(=O)O (stereo unspecified)	4%	9	7%	15%	1%	-2	-16%	8%
O=C1NC(=NCc2ccccc2)S/C1=C\c1ccccc1	4%	-23	-4%	3%	11%	-31	9%	14%
COc1cc(CC(=O)OCC(=O)NC2CCCCC2C)cc(OC)c1OC (stereo unspecified)	1%	-5	4%	-6%	10%	9	-13%	1%
COc1cc(CN2CCNC(=O)C2CC(=O)N(C)CCCN2CCOCC2)cc(OC)c1 (stereo unspecified)	?	-30	5%	-9%	-5%	-15	12%	3%
COc1ccc(NC(C)C(=O)N/N=C/c2cc(Br)ccc2OC)cc1 (stereo unspecified)	1%	6	3%	3%	0%	1	8%	1%
COc1nc(-c2ccc(Cl)cc2)nnc1C	1%	4	2%	-6%	-3%	5	5%	0%
O=C(NCCc1ccccc1)c1cc([N+](=O)[O-])ccc1N1CCOCC1	3%	1	1%	2%	-2%	2	-7%	-1%

Copied from the list:
In TDP-43 yeast inh, `c1cncc(-c2cn(C[C@H]3CC[C@H](Cn4cc(-c5cccnc5)nn4)O3)nn2)c1` shows 2%
In EPAC2 antag, `COc1ccc(NC(=O)c2cccc(S(=O)(=O)Nc3ccc(Br)cc3)c2)cn1` shows -12%
In Abeta yeast res, `CCOC(=O)c1ccc(NC(=O)CNC(=O)C23CC4CC(CC(C4)C2)C3)cc1` shows 1%

Remaining list, next part
SMILES	aSyn rescue	DRD3 antagonist	EPAC2 agonist	Abeta yeast res	TDP-43 yeast inh	D3 ag	FUS suppressor	EPAC2 antag
COCc1cc(C)nc(N2CCNCC2)c1C#N	7%	-56*	3%	6%	-9%	-7	4%	3%
COC(=O)[C@]1(Cc2ccccc2)N[C@H](CN(C)S(=O)(=O)c2ccc(F)cc2)[C@@H]2C(=O)N(Cc3ccccc3)C(=O)[C@@H]21	2%	-5	14%	2%	11%	-15	-3%	11%
Cc1ccc(-c2csc3nnc(SCC(=O)Nc4cccc(C)n4)n23)cc1	1%	15	-13%	2%	0%	5	·	-1%
Cc1nn(-c2ccccc2)c(OC(=O)c2ccccc2Br)c1S(=O)(=O)c1ccccc1	·	·	·	10%	20%	-1	4%	·
O=C(CSc1nc2cc(Cl)ccc2s1)NCc1ccc2c(c1)OCO2	2%	11	-11%	-8%	13%	0	-1%	-4%
O=C(CCc1nc2sc3c(c2c(=O)[nH]1)CCCC3)NCC(=O)Nc1ccccc1Br	2%	-9	-11%	7%	4%	2	·	9%
Cc1ccc(S(=O)(=O)N(C)C)cc1NC(=O)COC(=O)c1ccc(Cl)cc1	-3%	-1	5%	12%	·	5	19%	-15%
O=C(c1ccccc1)c1cn(Cc2ccc(F)cc2)c2ccccc2c1=O	·	·	·	-9%	9%	6	21%	·
COc1ccc(-n2c(C)nn(CCOc3ccccc3)c2=O)cc1	2%	-25	3%	-18%	-4%	-4	12%	29%
CN1CCN(C(=O)CCc2nc3ccccc3c(=O)[nH]2)CC1	-1%	24	9%	21%	-1%	-3	-13%	-10%[57.1 µM]
CCCCn1nnc(NC(=O)C(c2ccccc2)c2ccccc2)n1	-8%	?	10%	-6%	10%	-17	-28%	1%
COCCn1nnnc1C(c1cccs1)N1CCCC(C)C1 (stereo unspecified)	-1%	-18	1%	6%	-12%	-2	-3%	0%
Nc1nnnn1/N=C/c1cccs1	-4%	-13	3%	-21%	19%	4	·	7%
Cc1cccc(S(=O)Cc2ccc(C(=O)NC3CCCCCC3)o2)c1 (stereo unspecified)	·	·	·	-10%	26%	1	-8%	·
CCN(CC)CC(C)CNC(=O)CN1C(=O)CSc2ccc(S(=O)(=O)N3CCOCC3)cc21 (stereo unspecified)	-1%	-5	6%	13%&-5%	9%&14%	-2&0	-2%&-9%	-1%
Cc1cc(C)c2c(N)c(C(=O)NCc3ccco3)sc2n1	1%	16	5%	?	21%	-6	17%	0%
COc1ccc(C2CC(c3ccc(F)cc3)Nc3nc(N)nn32)cc1 (stereo unspecified)	-6%	14	5%	13%	13%	2	1%	-7%
O=C(O)c1ccc(C(=O)c2ccc3c(c2)C(=O)N(CCO)C3=O)cc1	1%	-23	7%	-6%	-6%	3	6%	5%
Fc1ccc(/C=N/n2c(-c3cccs3)n[nH]c2=S)cc1	-4%	-10	0%	-1%	?	-5	18%	-7%
CCCn1nc(NS(C)(=O)=O)c2cc3cccc(C)c3nc21	16%	-53*	-8%	-11%	35µM*	0	?	5%
N=C1/C(=C\c2ccc(-c3cc(Cl)cc(Cl)c3)o2)C(=O)N=C2SC=C(c3ccccc3)N12	7%	?	5%	7%	5%	-16	·	6%
O=C(COC(=O)/C=C/c1ccccc1)Nc1ccc(Cl)cn1	0%	-7	4%	2%	13%	4	-2%	10%
COCCCNC(=O)C1CCN(Cc2cc3ccccc3n2Cc2ccccc2C)CC1	·	·	·	-5%	19%	5	0%	·
Cc1ccc(S(=O)(=O)CCc2nnc(NC(=O)COc3cccc(C)c3)s2)cc1	-5%	11	-1%	18%	-17%	7	-20%	2%
COC(=O)c1cc(C(=O)c2c(C)cc3ccccn23)cc([N+](=O)[O-])c1	-16%	3	8%	-9%	21%	-7	34%	-12%
Cc1ccc(C)c(-n2c(Cc3cc(=O)[nH]c(=O)[nH]3)nnc2SC(C)C)c1	8%	20	4%	-8%	-12%	5	-11%	-2%
COc1ccc(-n2nnnc2SCC(=O)N2CCCC2)cc1OC	-10%	-6	10%	-32%[inhibitor]	-25%	10	33%	-6%
Cc1ccc(C(=O)NNC(=S)Nc2cccc(Cl)c2Cl)cc1[N+](=O)[O-]	7%	28	0%	-14%	-3%	14	25%	5%
Oc1c(Cl)cc(Cl)cc1C1Nc2ccccc2-n2cccc21 (stereo unspecified)	0%	14	2%	-2%	-9%	-3	-12%	7%
C[C@@H]1CN([C@@H](C)CO)C(=O)CCCn2nncc2CO[C@@H]1CN(C)C(=O)Nc1ccccc1C(F)(F)F	-1%	-23	9%	-10%	13%	-6	-15%	-6%
CCS(=O)(=O)N1CCCC(C(=O)NCc2cccc(OC)c2)C1 (stereo unspecified)	2%	-9	5%	10%	0%	3	-3%	1%
Cc1ccc(C(CC(=O)NCc2ccco2)c2ccccc2)c(O)c1 (stereo unspecified)	1%	-9	5%	-14%	-22%	1	18%	-4%
Cc1ccccc1-c1nn(-c2ccc(F)cc2F)cc1CNCCCN(C)C	4%	-9	0%	2%	6%	-10	-11%	-4%

This is a subset, so the mix of outcomes need not match the whole.
